HTR5A ag – counter-screen for OPRM1-OPRD1 agonists: human HTR5A agonism | P47898 | HTR5A agonist assay, luminescence, cell-based | activation, % at 9.3 µM | 340,000 tested, 0.61% active | AID 504692; in the data active = activation mostly above about 9.5%, no sharp cut-off; inactive = mostly below about 7.6%;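 note: 0% = cells with vehicle only and 100% = reference agonist; strong numbers were not always called active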
Target sequence (P47898 whole entry, looked up): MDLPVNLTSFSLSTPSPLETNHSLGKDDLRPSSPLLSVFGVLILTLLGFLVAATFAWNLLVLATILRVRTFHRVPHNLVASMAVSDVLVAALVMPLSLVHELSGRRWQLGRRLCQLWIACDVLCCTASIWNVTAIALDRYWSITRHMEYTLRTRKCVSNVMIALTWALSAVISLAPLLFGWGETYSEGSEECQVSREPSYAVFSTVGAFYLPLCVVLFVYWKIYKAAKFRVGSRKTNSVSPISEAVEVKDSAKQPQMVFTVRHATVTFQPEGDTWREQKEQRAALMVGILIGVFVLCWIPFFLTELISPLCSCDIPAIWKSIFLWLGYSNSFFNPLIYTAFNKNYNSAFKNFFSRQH
OPRM1-OPRD1 ag – agonists of human mu-delta opioid receptor heterodimerization | P35372+P41143 | cells, OPRM1-OPRD1 heterodimerization, luminescence | activation, % at 9.3 µM | 340,000 tested, 0.3% active; in the data active = activation above about 18%;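 note: 0% = vehicle-treated cells and 100% = reference agonist; values of inactives mirror those of a sister screen read the other way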
DSG3 Ab inh – blocks pemphigus antibody binding to human desmoglein-3; DSG3-coupled beads, scFv-anti-DSG3-GFP binding, flow cytometry; hits give low values; binding (percent of control), % at 10 µM; 310,000 tested, 0.48% active; AID 588358;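 active = binding more than 3 SD below its plate's average and above zero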;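 note: hits lower antibody fragment binding to DSG3; some compounds called inactive have numbers as strong as hits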
SUMO Mot1 rescue – blocks SUMOylation pathway, rescuing yeast Mot1-301 growth; S. cerevisiae Mot1-301 growth rescue, ATP luminescence, 38.5C; percent above DMSO median, 100 means doubled; growth rescue, % at 18.8 µM; 320,000 tested, 1% active; AID 2716;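 active = every valid replicate shows activation above 250% relative to neutral control wells; inactive = the rest, any valid replicate at or below 250%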;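 note: OY570 slx delta 5 strain wells were the positive control but not used for scaling; some compounds called inactive have numbers as strong as hits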
OPRM1-OPRD1 inv – inverse agonists of human mu-delta opioid receptor heterodimerization; 340,000 tested, 0.21% active; inhibition, % at 9.3 µM; P35372+P41143; cell-based MOR-DOR heterodimer luminescence, inverse agonism; in the data active = inhibition above about 22%, passing the limit was not always enough;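 note: 0% = cells with DMSO and 100% = wells without cells with DMSO; values of inactives mirror those of a sister screen read the other way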
Ecoli viability – counter-screen for AddAB inhibitors: E. coli growth inhibition | E. coli V3065 growth, OD600 absorbance, 18 h | inhibition, % at 11.9 µM | 330,000 tested, 0.27% active;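 active = inhibition above the campaign's mean inhibition across all tested compounds plus 3 SD, cut at about 9.9% in these data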;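 note: uninfected addAB+ strain grown without phage in ampicillin broth; 0% = DMSO wells and 100% = ciprofloxacin 0.95 µg/ml wells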
AddAB inh – less growth of phage-infected E. coli with AddAB; E. coli expressing H. pylori AddAB, absorbance growth; inhibition, % at 11.9 µM; 330,000 tested, 0.29% active; AID 435030; in the data active = inhibition above about 12%;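 note: 0% = vehicle wells of infected cells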
PfHsp90 yeast 2 – growth inhibition of yeast expressing Plasmodium Hsp90. S. cerevisiae expressing PfHsp90, BacTiter-Glo ATP, 48 h; yeast lacking PDR1 and PDR3 efflux regulators. inhibition, % at 9.4 µM. 310,000 tested, 0.32% active. AID 504621;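 active = every replicate shows inhibition above about 80%, whatever the replicate mean, limit read from the data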;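 note: 0% = DMSO neutral controls and 100% = 20 µM radicicol positive controls; yeast relying on Plasmodium falciparum Hsp90 in place of its own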
HTR5A inv ctr – counter-screen for OPRM1-OPRD1 inverse agonists: human HTR5A inverse agonism. inhibition, % at 9.3 µM. 340,000 tested, 0.083% active. P47898. HTR5A cell line, luminescence; in the data active = inhibition mostly above about 23%, no sharp cut-off; inactive = mostly below about 18%;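 note: 0% = cells with DMSO and 100% = no-cell wells with DMSO; some compounds called inactive have numbers as strong as hits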
phage Ecoli inh – E. coli growth loss with phage present; AID 651602; 360,000 tested, 0.26% active; growth absorbance; inhibition, % at 11.9 µM; in the data active = inhibition above about 11%
PKA-R1A act – activates the PKA-R1A holoenzyme complex; P00514+P68181; PKA-R1A dissociation, Cy5-IP20 fluorescence polarization; scaled: DMSO 0%, 113 µM cGMP 100%; activation, % at 11.4 µM; 340,000 tested, 0.083% active;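 active = percent activation above the mean of all tested compounds plus 3 SD, cut at about 19% in these data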;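 note: higher means more PKAc released from R1A so a rise in polarization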
The depositor's hits bear a star; / = not tested or not shown. Rows were taken by chance; overall some 3.2% were active at least once.

SMILES	phage Ecoli inh	PKA-R1A act	Ecoli viability	HTR5A ag	PfHsp90 yeast 2	SUMO Mot1 rescue	OPRM1-OPRD1 inv	AddAB inh	OPRM1-OPRD1 ag	DSG3 Ab inh	HTR5A inv ctr
Cc1ccc(-c2nnc(-c3cccc(NC(=O)c4cccs4)c3)o2)cc1	1.3	-22.6	0.1	-0.7	13.0	1.9	8.9	-1.1	-1.6	103.4	1.7
Cc1ccc(OCCC(=O)OCC(=O)N2CCN(S(=O)(=O)c3ccc(C)cc3)CC2)cc1	0.9	4.5	-1.7	-2.3	/	136.0	-0.4	-1.9	0.1	100.5	5.5
COc1ccc(CCNC(=O)COC(=O)/C=C/c2ccc(OC)cc2OC)cc1	2.6	-4.0	-1.1	1.9	-26.9	59.1	14.8	-1.1	-2.9	112.0	-7.5
CN(c1ccc(C(=O)N2CCN(Cc3ccc4c(c3)OCO4)CC2)cc1)S(C)(=O)=O	6.9	-7.2	0.7	-2.4	-21.2	-27.2	0.2	4.1	0.0	100.7	6.3
O=C(O)c1cccc(NS(=O)(=O)c2cccc3cccnc23)c1	2.3	10.6	-1.1	2.8	5.6	-4.1	9.6	2.2	-1.9	101.9	-8.2
CCOC(=O)c1sc(NC(=O)CSc2nc3cccnc3n2C)nc1C	1.0	2.0	-0.6	-0.1	5.7	-1.6	11.4	1.1	-1.8	101.1	-12.5
COc1ccc2c(c1OC)C(=O)OC2Nc1nc2ccccc2s1 (centres undefined)	5.7	13.8	0.3	8.0	6.3	-10.1	-2.7	4.8	0.5	102.8	-18.1
Cc1ccc(S(=O)(=O)NCC(=O)OCC(=O)N(Cc2ccccc2)C(C)(C)C)cc1	5.0	-2.6	-2.5	3.4	-30.3	11.0	4.8	0.7	-0.8	99.4	-9.2
CC1CC(C)(C)n2c(O)c(N=NC(N)=S)c3cccc1c32 (centres undefined)	-2.1	0.6	-0.8	3.8	-5.3	-40.2	-18.0	-3.0	3.3	99.2	-10.8
COc1ccc(N2CCN(c3ccc(C(N)=O)cc3[N+](=O)[O-])CC2)cc1	0.3	-10.1	0.9	-1.6	22.5	4.7	11.7	5.0	-2.3	102.8	4.4
CC1CCCN(S(=O)(=O)c2ccc(C(=O)Nc3ccccc3-c3nc4ccccc4[nH]3)cc2)C1 (centres undefined)	5.0	-5.5	-0.9	1.9	-63.0	1.5	0.0	-1.4	0.0	88.2	-8.7
O=C(c1cnn2c1NC(c1ccc(Br)cc1)CC2C(F)(F)F)N1CCN(C23CC4CC(CC(C4)C2)C3)CC1 (centres undefined)	0.1	-13.8	-3.5	2.2	/	-25.1	-64.3	-1.8	11.1	/	0.1
CC(=O)c1[nH]c(C)c(C(C)=O)c1C	0.5	-9.2	-1.4	1.6	/	29.4	7.3	0.8	-1.3	96.6	-30.6
Cc1c(C(=O)Nc2c3c(nn2C(C)(C)C)CS(=O)(=O)C3)cccc1[N+](=O)[O-]	1.1	-6.2	1.4	-1.4	14.2	-9.8	18.0	3.4	-3.5	103.4	-10.9
Cc1ccc(C(=O)Cn2cccn2)cc1	3.1	-0.3	2.0	2.0	22.3	-1.5	8.4	0.2	-1.7	98.1	-5.3
COc1ccc(/C=C2/SC(=O)N(CCC(=O)Nc3ccccc3C(=O)O)C2=S)cc1	2.7	-5.1	1.0	2.1	-1.5	58.5	8.9	0.8	-1.7	103.9	12.9
COc1ccc(C(=O)N/N=C(\C)CC(=O)Nc2ccc3c(c2)OCCO3)c(OC)c1	-0.5	-6.0	-0.6	-2.9	-6.2	68.5	5.4	4.6	-0.7	/	7.6
COc1ccc(-n2c3c(c(=O)[nH]c2=O)C(C(F)(F)F)(C(F)(F)F)N=C(CC(C)C)N3)cc1	3.6	-9.8	2.2	-0.6	-28.4	9.8	15.8	1.3	-2.9	102.5	-13.7
CCC(C(=O)NC1CCCC1)N(C(=O)Cn1nnc(-c2ccc(C)o2)n1)c1cccc(O)c1 (centres undefined)	0.8	-8.9	-0.8	0.7	23.8	51.4	-15.1	3.2	1.9	114.6	-2.1
Cc1ccc(C(=O)N2CCN(S(=O)(=O)N3CCCCCC3)CC2)cc1	-0.6	-8.5	0.1	-1.1	-39.7	-5.0	-5.6	3.1	0.7	/	2.8
Cc1cc(S(=O)(=O)Nc2c(NC3CCCCC3)c3ccccc3oc2=O)ccc1F	0.9	8.2	0.0	-2.6	-18.0	-7.0	-0.8	-0.3	0.1	/	-3.8
CC(=O)c1ccc(N2CCN(C(=O)C3CCN(S(=O)(=O)c4ccc5c(c4)CC(C)N5C(C)=O)CC3)CC2)cc1 (centres undefined)	1.6	-8.4	0.8	-1.8	4.4	192.7	-1.9	3.7	0.4	/	-3.7
Cc1ccc(NC(=O)CCC(=O)N/N=C/c2ccco2)c(C)c1	0.0	1.6	2.8	2.8	30.7	-4.3	-0.6	1.1	0.1	98.1	-7.6
Cc1c(C(O)CN2CCC(C(N)=O)CC2)c2ccccc2n1C (centres undefined)	3.7	-2.1	-2.0	1.8	10.2	/	7.3	0.3	-1.3	102.5	-8.1
Cc1ccc(C(C)C)c(OCC(=O)NC(=S)Nc2ccccc2N2CCOCC2)c1	-1.2	-13.3	1.2	2.6	3.6	4.2	-14.0	0.3	2.5	122.9	-7.6
O=C(COC(=O)/C=C/c1ccco1)NCc1ccc2c(c1)OCO2	0.5	-3.1	-0.8	-0.3	-6.9	39.3	12.3	-1.4	-2.4	104.4	0.9
O=C(COC(=O)C1CC1)NCCc1ccc(Cl)cc1	2.4	-8.0	/	1.2	/	/	2.8	/	-0.4	110.4	5.8
CCCN(Cc1ccc(N(C)C)cc1)CC1CC1	0.5	-10.3	0.1	0.9	10.4	4.9	13.6	0.1	-2.4	101.4	-20.6
Cc1cc(C)n2nc(C(=O)OCC(=O)N(Cc3ccccc3)C(C)C)nc2n1	3.7	12.7	/	-2.0	/	/	3.6	/	-0.6	104.6	5.6
CN(CCc1ccccc1)C(=O)c1cccc(NC(=O)Cc2cccc(NC(=O)C3CCN(C(=O)C4CCC4)CC3)c2)c1	-0.1	0.6	/	0.6	18.1	/	-3.9	/	0.8	105.3	-1.9
CCOC(=O)C1CCN(C(=O)C2(NC(=O)Nc3ccccc3Cl)CCCCC2)CC1	2.7	-1.4	1.0	0.9	-25.3	341.2	-2.9	0.7	0.5	103.3	5.3
COc1cc(CNC(=O)c2cccc(COc3ccc(Cl)cc3)c2)cc(OC)c1	2.5	8.0	0.1	8.0	-6.4	2.9	-2.9	4.8	0.6	107.3	5.4
Cc1cc(Oc2ccc(Cl)cc2)nc(SCC(=O)c2ccccc2)n1	1.6	8.6	0.6	3.5	31.1	324.0	-12.5	2.5	2.4	/	5.3
CCOC(=O)CC(=O)CSc1nc2c(c(C)c1C#N)CCC2	1.9	11.8	-0.7	-2.5	-17.8	-8.4	12.4	1.7	-2.5	95.9	6.4
CC(=O)Nc1ccc(NC(=O)COc2c(C)cc(Br)cc2C)cc1	3.2	-0.4	2.0	-6.3	2.3	-6.0	3.9	1.7	-0.8	107.7	3.7
CCn1c(SCC(N)=O)nc2c(c1=O)C1(CCCC1)Cc1ccccc1-2	1.8	-5.1	-0.1	-4.9	-11.4	7.3	8.8	3.4	-1.8	92.7	12.5
CC(C)OC(=O)CCNc1n[nH]c(=O)[nH]c1=O	3.0	-9.3	2.4	0.2	-5.8	3.6	6.7	2.9	-1.2	100.9	-9.6
CC(C)CC(=O)Nc1c2c(nn1-c1ccc(F)cc1)CS(=O)(=O)C2	0.9	9.4	-2.7	-5.9	-22.3	-7.6	9.9	-1.0	-2.1	118.1	21.1
O=C(CCCC(=O)N(CC(=O)NC1CCCCC1)c1cccc(F)c1)Nc1ccccn1	0.7	-3.1	-2.1	3.8	38.8	-5.2	11.0	0.3	-2.0	96.6	-9.3
CCOC(=O)N1CCC(NC(=O)c2ccc(CNS(=O)(=O)c3ccc(F)cc3)cc2)CC1	/	-2.8	-2.1	-3.4	/	/	5.3	1.4	-0.9	90.9	-0.5
O=C(Cc1ccccc1)NCC1OCCc2ccccc21 (centres undefined)	2.2	-11.5	2.4	4.0	-24.2	242.3	4.1	-0.4	-0.8	100.6	3.2
Cc1cc(C)c2cc(CN(Cc3nnnn3Cc3ccc(F)cc3)C3CCCC3)c(=O)[nH]c2c1	2.0	-6.8	-0.7	3.4	-2.4	76.6	4.7	-0.2	-0.9	95.7	-1.9
CN(C)S(=O)(=O)Oc1cc(Cl)ccc1C(=O)Nc1ccc(F)cc1F	2.6	4.5	-3.1	-3.9	-7.9	-4.3	-0.5	1.4	0.1	103.5	10.3
CCCCOC(=O)CNc1n[nH]c(=S)[nH]c1=O	-2.3	-15.7	0.3	0.8	-10.6	540.7	11.9	2.5	-2.2	106.0	-14.2
CCNCCC(=O)N1c2ccccc2Sc2ccc(NC(=O)OCC)cc21	1.8	-4.0	-1.3	-2.0	14.8	6.0	15.5	2.4	-3.4	/	-14.8
O=[N+]([O-])c1ccc(N2CCN(c3ccccc3O)CC2)cc1	0.1	-3.1	-1.4	-0.8	-1.3	-11.0	-3.4	0.6	0.5	/	2.1
CCn1cnc2scc(-c3ccccc3)c2c1=O	-0.3	-1.7	3.0	0.3	6.2	-9.9	2.6	1.7	-0.5	100.5	-3.7
Cc1cccc(NC(=O)c2cccc(NC(=O)c3ccco3)c2)c1C	2.7	-6.3	0.8	4.2	-10.6	17.4	11.5	0.6	-2.3	116.0	-10.4
CC1=C(C(=O)Nc2ccccc2C(=O)NC2CCCCC2)SCCO1	3.7	-5.0	0.3	-2.6	-6.6	13.1	22.7	3.9	-4.5	/	-2.4
CN(CC(=O)NCCc1ccc(F)cc1)Cc1cccc(Cl)c1	2.6	-4.2	-2.2	5.2	20.5	/	1.6	-1.4	-0.3	105.5	-12.3

Remaining list, next part
SMILES	phage Ecoli inh	PKA-R1A act	Ecoli viability	HTR5A ag	PfHsp90 yeast 2	SUMO Mot1 rescue	OPRM1-OPRD1 inv	AddAB inh	OPRM1-OPRD1 ag	DSG3 Ab inh	HTR5A inv ctr
Cc1noc(C)c1S(=O)(=O)N(C)Cc1ccccc1	3.3	-10.2	0.8	6.7	7.4	14.0	6.3	5.2	-1.2	98.3	10.5
COc1ccc(CNC(=O)C2CCN(C(=O)N3CCOc4ccc(C)cc43)CC2)cc1	1.1	-4.4	0.7	-10.7	12.3	11.8	-3.1	-0.2	0.6	110.1	8.6
CCc1ccc(OCCCC(=O)Nc2ccc(S(N)(=O)=O)cc2)cc1	6.9	0.6	-0.6	-0.1	5.5	-0.7	5.2	0.7	-1.0	98.3	6.3
COc1ccccc1NC(=O)C1=C(C)NC(=O)NC1c1ccc(C)s1 (centres undefined)	5.9	5.6	0.0	0.2	-3.0	56.8	6.0	0.1	-1.2	104.8	14.9

Source: PubChem BioAssay
